PfG6PD inh = PfG6PD enzyme inhibitors, primary screen, biochemical, fluorescence intensity, uHTS. inhibition, % at 20 µM. actives 0.78% (n = 350,000). PfGluPho enzyme, NADPH resazurin-diaphorase fluorescence. glucose-6-phosphate dehydrogenase-6-phosphogluconolactonase (Plasmodium falciparum 3D7);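 active = inhibition reaching at least a set limit at 20 µM in the primary screen, cut at about 59% in these data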;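 note: 0% = DMSO wells with substrate and 100% = DMSO wells lacking glucose-6-phosphate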
ATG4B inhibitor = ATG4B protease inhibitors, primary screen, biochemical, fluorescence, uHTS; Cysteine protease ATG4B (Homo sapiens), Q9Y4P1; ATG4B cleavage of LC3-PLA2, NBD-HPC fluorescence, 1 h; inhibition, % at 8.33 µM; actives 0.51% (n = 340,000); AID 504462, 2011; in the data active = inhibition above about 40%
Target sequence (Q9Y4P1 whole entry, looked up): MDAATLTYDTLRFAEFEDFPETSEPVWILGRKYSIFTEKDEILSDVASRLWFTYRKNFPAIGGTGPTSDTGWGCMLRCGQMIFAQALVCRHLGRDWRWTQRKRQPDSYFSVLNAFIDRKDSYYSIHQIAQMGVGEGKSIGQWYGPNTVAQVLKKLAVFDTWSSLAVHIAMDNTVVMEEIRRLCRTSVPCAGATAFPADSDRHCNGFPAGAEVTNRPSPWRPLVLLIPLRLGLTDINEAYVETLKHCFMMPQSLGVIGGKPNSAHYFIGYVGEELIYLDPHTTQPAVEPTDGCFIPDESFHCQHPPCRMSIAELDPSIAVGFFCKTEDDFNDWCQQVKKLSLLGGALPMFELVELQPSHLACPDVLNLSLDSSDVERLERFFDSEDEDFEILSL
HKDC1 inhibitor = HKDC1 hexokinase inhibitors, primary screen, biochemical, fluorescence, uHTS; AID 493160, 2011; inhibition, % at 20 µM; actives 0.16% (n = 340,000); recombinant HKDC1, G6PDH/diaphorase resazurin coupled fluorescence; Q2TB90;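 active = inhibition above about 35% when tested at 20 µM, limit read from the data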;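 note: plate controls were DMSO wells with enzyme for no effect and DMSO wells lacking enzyme for full effect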
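System: Recombinant HKDC1 hexokinase | Amount: HKDC1 at 5 µg/mL | Reagent: Glucose with 1 mM ATP | Doses: Single 20 µM dose | Incubation: Reaction time 90 min, room temperature, protected from light | Signal: Coupled resazurin fluorescence, excitation 525 nm, emission 613 nm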
Active calls of the source: *. An excerpt; rates above refer to the full screens.

PfG6PD inh | ATG4B inhibitor | HKDC1 inhibitor | compound
12 | -1 | 6 | COc1cc(NC(=O)c2cc(OC)c(OC)c(OC)c2)c2ncccc2c1
13 | -2 | 6 | NCC(=O)NCC(=O)NC1(C(=O)O)CCCC1
10 | -25 | 2 | CC(C)(C)OC(=O)C(Cl)(C(=O)OC(C)(C)C)c1ccc2nnnn2n1
20 | 4 | -8 | CC(=O)Nc1n[nH]c(=S)s1
-6 | 8 | -5 | Cc1cccc(N2C(N)=NC(N)=NC23CCCCC3)c1
37 | 36 | 35 | Cn1c2ccccc2c(=O)c2c(=O)n(C3CCCCCC3)c(C3CCCCC3)nc21
107* | 6 | 2 | O=C1CCC[C@@H]2[C@@H](Cc3ccccc3)[C@H](N3CCN(c4ccccc4)CC3)C[C@@H]3CCN1[C@@H]32
4 | 3 | 3 | COc1cc(C2c3cc4c(cc3OC(N3CCOCC3)C2C)OCO4)cc(OC)c1OC(C)=O (stereo not given)
7 | -11 | 3 | Cc1ccc2c(c1)C(c1ccccc1)N(C(=O)c1ccc(Br)cc1)CC(=O)N2 (stereo not given)
7 | 0 | -7 | Cc1onc(-c2c(Cl)cccc2Cl)c1C(=O)Nc1c(C)n(C)n(-c2ccccc2)c1=O
-9 | -3 | -7 | COc1cc(/C=c2\sc3nc(=O)c(-c4ccccc4)nn3c2=O)ccc1OCCC(C)C
-19 | 14 | -28 | O=C(CCc1ccccc1)NC(c1cccs1)c1cc(Cl)c2cccnc2c1O (stereo not given)

Profiles as entered above. Order of screens: PfG6PD inh | ATG4B inhibitor | HKDC1 inhibitor
Results for COc1cc(/C=c2\sc3nc(=O)c(-c4ccccc4)nn3c2=O)ccc1OCCC(C)C → -9 | -3 | -7
Results for O=C1CCC[C@@H]2[C@@H](Cc3ccccc3)[C@H](N3CCN(c4ccccc4)CC3)C[C@@H]3CCN1[C@@H]32 → 107* | 6 | 2
Results for COc1cc(NC(=O)c2cc(OC)c(OC)c(OC)c2)c2ncccc2c1 → 12 | -1 | 6
Results for COc1cc(C2c3cc4c(cc3OC(N3CCOCC3)C2C)OCO4)cc(OC)c1OC(C)=O (stereo not given) → 4 | 3 | 3
Results for CC(=O)Nc1n[nH]c(=S)s1 → 20 | 4 | -8

Next records.
PfG6PD inh | ATG4B inhibitor | HKDC1 inhibitor | compound
10 | 4 | -4 | COc1ccc(NC(=O)c2cc(-c3ccccc3OC)on2)cc1
-24 | 0 | -4 | F[B-](F)(F)COc1ccccc1
-17 | -6 | 11 | O=C(CCCc1ccncc1)c1ccccc1
-4 | 5 | -6 | COc1cc2c(cc1OC(C)=O)CCCCC2=O
0 | -1 | 9 | O=C(Nc1cccc(S(=O)(=O)N2CCCCC2)c1)[C@@H]1CCCN1S(=O)(=O)c1ccccc1C(F)(F)F
29 | 0 | 0 | c1ccc(-c2ccc(-c3ccccc3)[nH]2)cc1
-9 | -5 | -5 | Cc1ccc(C(=O)O)c(NC=O)c1OCc1ccccc1
3 | 18 | -3 | CCOc1ccccc1N1CC(C(=O)NCCC2=CCCCC2)CC1=O (stereo not given)
14 | -9 | 5 | Nc1ccc2c(c1)C(=NO)c1cc([N+](=O)[O-])ccc1-2
5 | -4 | -2 | COc1ccc2c(c1)C(=O)C1NC(=O)NC(=O)C1(Br)N2 (stereo not given)
3 | 3 | 1 | O=C(c1ccc(Cl)cc1)C1CCN(C(=O)c2ccccc2F)CC1
-10 | 1 | 2 | CN1C(C)(C)CC(=NO)CC1(C)C
-13 | -1 | -6 | CCSCc1nc2ccccn2c1Br
3 | -3 | -6 | O=C1C=C(c2ccccc2)CO1
-11 | 0 | -12 | Cc1cccc(C(=O)NC(=S)NNC(=O)c2ccc(Cl)cc2)c1
-7 | -7 | -8 | COc1ccc(-c2c(C(F)(F)F)oc3cc(OCC(=O)Nc4ccccc4C(F)(F)F)ccc3c2=O)cc1OC
22 | -6 | -3 | CCOC(=O)C1C(=O)C(=O)N(C(C)C)C1C(=O)OCC (stereo not given)
26 | -2 | -9 | COc1ccc(-c2nc3ccccc3s2)cc1
-17 | -3 | 1 | Cc1ccc(C2CC(=O)C(C=NCCN3CCN(CC(=O)Nc4cc(C)cc(C)c4)CC3)=C(O)C2)cc1 (stereo not given)
-5 | 2 | -3 | CC(=O)OC1C(=O)N(Cc2ccccc2)C1c1ccc(C)cc1 (stereo not given)
11 | 8 | -3 | CCc1c(C)nc2[nH]ncn2c1=O
4 | -3 | 0 | CC(=O)Nc1ccc2c(c1)C(=Nc1ccccc1)c1ccccc1-2
-27 | 0 | -6 | Cc1ccc(O)c(CN(C)Cc2cc(C)ccc2O)c1
40 | 37 | -22 | CCN(CC)c1ccc(NC2=C(Cl)C(=O)c3ccccc3C2=O)cc1
12 | -8 | 12 | CC(=O)N1CCN(c2ccc(N=Cc3c(O)n(Cc4ccccc4)c(=O)[nH]c3=O)cc2)CC1
-5 | -8 | 13 | CC(=O)Nc1ccc(/C=N/Nc2nc3ccccc3s2)cc1
4 | -4 | -3 | CC(=O)Nc1cc2c(cc1Cl)-c1ccccc1C2
-13 | -2 | 13 | Clc1ccc(COn2ccnc2)cc1Cl
-25 | 0 | -6 | O=C(O)c1ccc(S(=O)(=O)c2ccccc2)s1
25 | -2 | 0 | O=C(Nc1ccc(N2CCN(C(=O)c3ccc(Cl)cc3)CC2)cc1)c1ccc([N+](=O)[O-])o1
69* | 5 | 13 | COc1cc(N)c2ncsc2c1
-5 | -1 | -6 | COC1OC(O)C(NC(=O)C(F)(F)F)CC1O (stereo not given)
-1 | 1 | -1 | COC(=O)c1ccc(Cn2cnc3c(N)ncnc32)cc1
6 | 7 | 8 | Cc1ccccc1Cn1nc(C)c(NC(=O)c2cc3nc(-c4ccco4)cc(C(F)(F)F)n3n2)c1C
17 | -9 | 9 | O=C1Nc2ccccc2C1=Nc1ccccc1-c1ccccc1
68* | 3 | -3 | O=C1NC(=O)C(Cc2ccc(Cl)cc2)(c2ccccc2)N1 (stereo not given)
0 | 8 | 5 | CC(C)C[C@@H](CN)NC(=O)c1nc[nH]c1C(=O)N[C@@H](Cc1ccccc1)C(=O)CNC[C@H](C)NC(=O)c1nc[nH]c1C(=O)N[C@@H](CC(=O)O)C(=O)O
-2 | -4 | 2 | COc1cc(NC(=O)COc2ccccc2[N+](=O)[O-])ccc1NC(=O)c1cccs1
11 | 2 | 2 | Cn1nc(SCc2ccccc2)c(=O)n(C(c2ccccc2)c2ccccc2)c1=O
67* | -3 | 5 | CN(C(=S)Nc1cccnc1)c1ccc(O)cc1
11 | -8 | 0 | Nc1nc2cc(Cl)c(Br)cc2o1
5 | -2 | -1 | CC(=O)c1ccc2c(c1)CC1(C2)Cc2cc3c(cc2C1)C(=O)CC3 (stereo not given)
-7 | -5 | -3 | CC(OC(=O)CN(C)S(=O)(=O)c1ccc(Cl)cc1)C(=O)Nc1ccc(N2CCOCC2)cc1 (stereo not given)
5 | -19 | -1 | CN(C)S(=O)(=O)c1ccc(N2CCCC2)c(C(=O)N2CCN(S(=O)(=O)c3ccc(F)c(F)c3)CC2)c1
4 | 7 | -1 | CC(C)c1ccc(/C=c2\sc3n(c2=O)C(N)=C(C#N)C(c2ccc(C(C)C)cc2)C=3C(N)=O)cc1 (stereo not given)
19 | 28 | -7 | Cc1ccc(C(=O)/C=C/Nc2cccc([N+](=O)[O-])c2)o1
14 | 0 | -3 | Cc1ccccc1NC(=O)N(O)C1(C#N)CCCCC1
8 | -3 | 3 | CCN(c1ccccc1)S(=O)(=O)c1cccc(C(=O)OCC(=O)c2c(N)n(C)c(=O)n(C)c2=O)c1

A few values from above.
Nc1nc2cc(Cl)c(Br)cc2o1 | ATG4B inhibitor: -8
Cc1ccc(C(=O)/C=C/Nc2cccc([N+](=O)[O-])c2)o1 | ATG4B inhibitor: 28
CC(C)c1ccc(/C=c2\sc3n(c2=O)C(N)=C(C#N)C(c2ccc(C(C)C)cc2)C=3C(N)=O)cc1 (stereo not given) | HKDC1 inhibitor: -1
CC(=O)c1ccc2c(c1)CC1(C2)Cc2cc3c(cc2C1)C(=O)CC3 (stereo not given) | ATG4B inhibitor: -2

Additional compounds.
PfG6PD inh | ATG4B inhibitor | HKDC1 inhibitor | compound
50 | -9 | 17 | NC(=S)NN=C1c2ccccc2-c2c(F)c(F)c(F)c(F)c21
-18 | 0 | -5 | CC12CCC(=O)C=C1CCCC2=O (stereo not given)
3 | -11 | -6 | CCCCOc1ccc(SCCCN2CCOCC2)cc1
112* | -9 | 4 | O=S(=O)(c1ccccc1)N1CCN(S(=O)(=O)c2ccccc2)c2ccccc21
8 | -4 | -4 | Cc1ccc(-n2ncc3c(SCc4cccnc4)ncnc32)c(C)c1
-17 | 1 | 0 | O=C(O)c1cc([N+](=O)[O-])cc2ccccc12
-21 | 3 | -1 | CC(C)C(=O)N(c1ccc(F)cc1)C1C=CS(=O)(=O)C1 (stereo not given)
-14 | 23 | 0 | O=C(O)CSc1nc(-c2ccc(Cl)cc2)nc2c1oc1ccccc12
31 | 30 | 7 | CN1C(=O)/C(=C/c2ccc(-c3ccccc3[N+](=O)[O-])o2)SC1=Nc1ccc(Cl)c(C(=O)O)c1
-18 | 1 | 6 | CCCNS(=O)(=O)c1cc2c(cc1Br)CCN2C(=O)CC
-1 | 5 | 2 | O=C(CNC(=S)N(Cc1ccccc1)Cc1cccs1)NCc1ccc(F)cc1
-5 | 7 | -5 | CN1CCN(c2ccc(-c3ccc4ccccc4n3)cc2)CC1
-6 | -8 | -47 | CC(=NNC(=S)SCc1ccccc1)c1ccccn1
7 | -3 | -7 | CSc1nc2[nH]c(=O)[nH]c2c(=O)[nH]1
-8 | -7 | -1 | COCCn1c(CN2CCN(C)CC2)nc2c1c(=O)n(C)c(=O)n2C
2 | -4 | 1 | O=C(Nc1ccccc1C(=O)N1CCOCC1)c1cccc(S(=O)(=O)N2CCCC2)c1
15 | -6 | -1 | O=[N+]([O-])c1ccc2nc(NN=Cc3ccc(O)cc3)sc2c1
5 | 0 | 1 | COc1ccccc1N1CCN(CCCN2CC(=O)N3CCCCC3C2=O)CC1 (stereo not given)
10 | 33 | 26 | Cc1cccc(OCCOc2ccccc2C=C(C#N)C#N)c1
-16 | 2 | -2 | COc1ccc(C(=Cc2ccccc2)C(=O)O)cc1
-1 | -3 | -2 | O=C1NC(=O)N(C2CCCCC2)CC1Br (stereo not given)
34 | 2 | -6 | O=[N+]([O-])c1ccc(COc2ccccc2CN2CCCCC2)cc1
44 | 11 | 10 | NC(CSC1(c2ccc(Cl)cc2)c2ccccc2-c2ccccc21)C(=O)O (stereo not given)
53 | 10 | 18 | CC1=C(C)C(=O)C(N2CCOCC2)=CC1=O
-11 | -5 | -4 | C=C(C)CNC(=S)Nc1nc2c(cc1C(=O)OCC)CCCC2
10 | -8 | 1 | O=C1CCCc2cc3c(cc21)CCCC3
8 | -4 | 1 | O=c1nc2n(CCO)c3ccccc3cc-2c(=O)[nH]1
15 | -9 | -2 | O=C1CSc2ccccc2N1
-4 | 5 | 4 | CC(NC(=O)Cn1ncc(Cl)c(Cl)c1=O)C12CC3CC(CC(C3)C1)C2 (stereo not given)
-6 | -4 | -6 | CCOC(=O)C1=C(COC(=O)CNS(=O)(=O)c2ccc(NC(C)=O)cc2)NC(=O)NC1C (stereo not given)
2 | -9 | -3 | C=C(C)CN1C(=O)C(=O)N(CC(=C)C)C1=O
4 | -2 | -1 | CC(NC(=O)C(Cc1ccccc1)=NO)c1ccccc1 (stereo not given)
-13 | -8 | -10 | COC1OC2COC(c3ccccc3)OC2C(O)C1NC(=O)c1ccccc1 (stereo not given)
12 | -5 | -3 | Cc1ccc(S(=O)(=O)NN=C2C(=O)C3CCC2C3Cl)cc1 (stereo not given)
6 | -10 | -5 | COc1ccc(C(CNC(=O)CCNS(=O)(=O)c2ccccc2C(F)(F)F)N2CCOCC2)cc1 (stereo not given)
-10 | -49 | 0 | CN1CCN(S(=O)(=O)c2cccc(C(=O)N(C)CC(=O)Nc3ccc(Cl)c(Cl)c3)c2)CC1
-2 | -2 | -8 | O=[N+]([O-])c1cc(CSC2=NCCN2)ccc1O
-39 | 1 | 6 | O=C(COc1ccc(Cl)cc1)Nc1ncc([N+](=O)[O-])s1
0 | -6 | 1 | Cc1cc(NS(=O)(=O)c2ccc(NC(=O)c3ccoc3C)cc2)nc(C)n1
26 | -1 | -5 | COc1ccc(NC(=O)N(C)C[C@H]2Oc3ccc(NS(=O)(=O)c4cn(C)cn4)cc3C(=O)N([C@H](C)CO)C[C@@H]2C)cc1
-13 | 1 | -2 | O=C(NCCCN1CCCC1=O)C1CCN(S(=O)(=O)N2CCOCC2)CC1
10 | -5 | -8 | CCSc1nc2sc3c(c2c(=O)n1C1CCCCC1)CCN(C)C3
-8 | 8 | -9 | Cc1ccc(S(=O)(=O)NCC(=O)NC2CCCC2)cc1
-30 | -9 | -3 | COc1ccc(CNC(=O)c2ccc(S(=O)(=O)N3CC(C)CC(C)C3)cc2)cc1OC (stereo not given)
0 | 2 | -5 | Cn1cc(Cc2ccccc2)c(=O)c(Cc2ccccc2)c1
22 | 8 | 6 | Cc1[nH][nH]c(=O)c1C(c1c(C)[nH][nH]c1=O)c1cn(Cc2ccccc2Cl)c2ccccc12
-1 | 3 | 1 | CCOc1ccc(S(=O)(=O)N2CCN(C(=O)c3oc4ccccc4c3C)CC2)cc1
0 | -14 | -5 | CC(=O)c1c(O)cc(O)cc1O
